Bioassay records (PubChem BioAssay)
Keap1-Nrf2 PPI: disrupts human Keap1 binding to Nrf2 peptide; inhibition, % at 9.4 µM; Q14145; AID 504523; Keap1 Kelch-Nrf2 peptide fluorescence polarization, 1536-well; 0.15% of 340,000 active; in the data active = inhibition above about 12%; inconclusive = no clear call, values can overlap the other calls; inactive = below about 7.3%;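 also: human Keap1 Kelch domain with fluorescein labeled Nrf2 9mer peptide probe; 0% = neutral control wells and 100% = peptide positive control; higher means more block of Keap1 binding to Nrf2 peptide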
Rtt109 HAT inh: blocks Candida albicans Rtt109/Vps75 acetyltransferase activity. purified Rtt109/Vps75, ThioGlo CoA-SH fluorescence, 4 h. inhibition, % at 34.9 µM. 0.16% of 330,000 active;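 active = inhibition of at least 50% in every replicate; inconclusive = best replicate reaches 50% inhibition but some replicates fall short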
Target sequence (Q5AAJ8 whole entry, looked up): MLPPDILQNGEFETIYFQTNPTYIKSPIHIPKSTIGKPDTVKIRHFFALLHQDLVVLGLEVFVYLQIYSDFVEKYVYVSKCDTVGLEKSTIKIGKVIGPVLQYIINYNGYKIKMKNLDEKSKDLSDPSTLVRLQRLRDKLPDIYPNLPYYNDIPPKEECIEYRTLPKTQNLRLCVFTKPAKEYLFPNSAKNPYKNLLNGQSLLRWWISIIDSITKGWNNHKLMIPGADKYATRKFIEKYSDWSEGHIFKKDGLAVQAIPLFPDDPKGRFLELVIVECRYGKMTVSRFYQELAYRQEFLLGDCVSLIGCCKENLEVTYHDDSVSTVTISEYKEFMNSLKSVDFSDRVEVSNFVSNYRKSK
NSD2 HMT inh: inhibitors of human histone methyltransferase NSD2; AID 743445; 0.54% of 310,000 active; O96028; inhibition, % at 12.5 µM; NSD2 peptide methylation, AlphaScreen, 120 min; in the data active = inhibition above about 50%
PfHsp90 set2: inhibits growth of yeast expressing Plasmodium falciparum Hsp90; inhibition, % at 9.4 µM; S. cerevisiae expressing PfHsp90, BacTiter-Glo ATP, 48 h; yeast lacking PDR1 and PDR3 efflux regulators; AID 504621; 0.32% of 310,000 active;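 active = every replicate shows inhibition above about 80%, whatever the replicate mean, limit read from the data; inconclusive = mean inhibition reaches the set limit but some replicate falls short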;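 also: 0% = DMSO neutral controls and 100% = 20 µM radicicol positive controls; yeast relying on Plasmodium falciparum Hsp90 in place of its own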
CDK5 inh: inhibitors of human CDK5/p35 kinase. Q00535+Q15078. Recombinant CDK5/p35, ADP-Glo luminescence, 60 min. inhibition, % at 10 µM. 0.01% of 330,000 active. AID 488839;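 active = highest replicate inhibition of at least 50% and at least 75% of replicates reaching 50%; inconclusive = only one of the two criteria met; inactive = both criteria failed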;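 also: plate controls were DMSO neutral control for no effect and GW8510 at 10 µM for full effect; many of its hits are not listed in these tables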
PvdQ acylase: blocks Pseudomonas aeruginosa PvdQ acylase activity; purified PvdQ acylase, fluorescence plate reader; inhibition, % at 10 µM; 0.063% of 340,000 active; AID 488965; in the data active = inhibition above about 30%, passing the limit was not always enough; inconclusive = no clear call, values can overlap the other calls;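 also: 0% = vehicle neutral wells and 100% = reference inhibitor wells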
dFosB activator: enhances mouse delta FosB homodimer DNA binding; 0.99% of 340,000 active; AID 493131; purified delta FosB, TAMRA-CDK5 oligo fluorescence polarization; percent of positive-control signal above neutral wells; P13346; activation, % at 25 µM;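 active = mean activation above about 17%, with every replicate also reaching it, limit read from the data, passing the limit was not always enough; inconclusive = only one of the two conditions met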;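 also: fluorescence polarization rise as delta FosB binds a TAMRA Cdk5 AP-1 oligo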
Target sequence (P13346 whole entry, looked up): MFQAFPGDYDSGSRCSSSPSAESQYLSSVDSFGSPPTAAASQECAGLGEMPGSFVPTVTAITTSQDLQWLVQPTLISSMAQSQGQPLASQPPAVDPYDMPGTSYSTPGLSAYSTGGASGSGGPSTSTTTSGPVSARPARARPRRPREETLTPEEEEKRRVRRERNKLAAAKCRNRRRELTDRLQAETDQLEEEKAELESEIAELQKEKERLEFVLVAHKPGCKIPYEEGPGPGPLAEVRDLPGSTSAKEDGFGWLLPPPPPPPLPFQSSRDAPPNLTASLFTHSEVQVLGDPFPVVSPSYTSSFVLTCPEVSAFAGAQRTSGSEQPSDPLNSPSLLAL
RTF Ca sens act: increases calcium sensitivity of human cardiac regulated thin filaments; activation, % at 7.2 µM; IANBD-labeled TnC RTF fluorescence at EC20 calcium; 0% EC20 calcium, 100% full calcium; P19429+P45379; 0.24% of 340,000 active;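 active = activation above the mean over all tested compounds plus 3 SD, cut at about 30% in these data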;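 also: rise in fluorescence read as greater calcium sensitivity of cardiac thin filaments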
RTF Ca sens inh: cardiac RTF calcium desensitization. P19429+P45379. IANBD-labeled cardiac RTF, Ca2+ fluorescence. 0.12% of 340,000 active. AID 493244. inhibition, % at 7.15 µM;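 active = inhibition above the mean inhibition of all tested compounds plus 3 SD, cut at about 17% in these data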;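 also: assay run at fixed EC70 calcium of 1.6 mM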
LANA DNA inh: KSHV C-LANA DNA binding inhibition; MBP-C-LANA/FAM-LBS DNA binding, fluorescence polarization; inhibition, % at 9 µM; 0.078% of 340,000 active;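 active = highest replicate inhibition at or above 60% at 9 µM, even if other replicates fall short; inactive = all replicates below 60% inhibition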;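 also: 0% = neutral control wells and 100% = 4 µM acridine orange control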
Mot1-301 SUMO: inhibitors of SUMOylation pathway: yeast Mot1-301 growth rescue; S. cerevisiae Mot1-301 growth rescue, ATP luminescence, 38.5C; percent above DMSO median, 100 means doubled; growth rescue, % at 18.8 µM; 1% of 320,000 active;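 active = every valid replicate shows activation above 250% relative to neutral control wells; inactive = the rest, any valid replicate at or below 250%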;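 also: OY570 slx delta 5 strain wells were the positive control but not used for scaling; some compounds called inactive have numbers as strong as hits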
* marks the source's active call; other numbers are inactive results; ? = inconclusive; . = not tested or not shown. Hits appear at their usual frequency. Share with any hit: about 3.2%.

SMILES	Keap1-Nrf2 PPI	Rtt109 HAT inh	NSD2 HMT inh	PfHsp90 set2	CDK5 inh	PvdQ acylase	dFosB activator	RTF Ca sens act	RTF Ca sens inh	LANA DNA inh	Mot1-301 SUMO
COC(=O)c1ccc(CN(C(=O)N2CCN(C)CC2)S(=O)(=O)c2ccc(C)cc2)cc1	-3	8	-1	-11	0.6	7	1	-7	-5	2.1	9
CC(=O)Nc1cc(S(=O)(=O)Nc2cccc(C)c2)c(C)cc1C	0	2	2	-24	-0.3	-13	-15	3	-3	0.2	-1
CSc1nnc(Cc2cc(=O)[nH]c(=O)[nH]2)n1-c1cc(C)ccc1C	2	-9	-1	-7	-1.0	4	-2	0	-13	-1.2	-3
CCOc1ccc(C(=O)CCC(=O)Nc2ccncc2)cc1	0	-6	0	5	-1.2	-2	-14	2	-1	-1.7	10
COc1cc(C(=O)NCC(=O)NNC(=O)CN(C)S(=O)(=O)c2ccc(Cl)cc2)cc(OC)c1OC	4	-3	5	5	1.0	-6	6	-4	4	0.4	16
CC(C)Oc1ccc(/C=C/C(=O)NCC2COc3ccccc3O2)cc1 (configuration not stated)	-4	-3	-1	-19	-1.4	-10	-9	6	-1	0.4	33
COc1ccc(CCN(C)C(=O)CCCN2C(=O)c3cccc4cccc(c34)C2=O)cc1OC	-3	5	-1	18	-2.0	-8	-6	1	-5	-2.8	119
O=C(COC(=O)c1ccccc1Br)Nc1ccccc1F	-2	13	-1	11	-1.9	-4	-8	1	1	0.0	-5
CCOC(=O)N1CCN(C(=O)CCSc2ccc(C)cc2)CC1	1	-14	.	3	0.1	3	2	3	-6	-0.9	47
Cc1ccc(C(=O)NCc2ccccn2)o1	-4	-2	.	-2	1.5	-13	-2	6	-8	1.2	145
CCCc1cc(=O)oc2cc(OCC(=O)NCCCN3CCOCC3)ccc12	-1	-2	3	25	1.0	0	-3	-5	-5	-0.1	-16
Cc1nc2ccccc2c(=O)n1NC(=O)c1cncc(Br)c1	2	2	11	21	0.7	0	7	2	-16	-1.5	-5
O=C(CN1C(=O)CCC1=O)Nc1ccc(Cc2ccc(NC(=O)CN3C(=O)CCC3=O)cc2)cc1	-2	0	1	-11	-2.8	-6	0	2	-4	0.1	101
COc1cccc(CNc2nc3ccc(NC(C)=O)cc3s2)c1	4	1	0	7	0.0	-4	6	-1	2	-0.9	.
O=C(O)c1cnc(-c2ccccc2)nc1C(F)(F)F	1	7	-16	-8	-0.2	8	-5	4	-3	1.0	333
Oc1ccc(-c2nccc(-c3ccc(Br)cc3)n2)cc1	2	1	0	-8	0.9	-3	-7	-6	2	-0.1	269
Cn1c(SCc2ccccn2)nnc1-c1cnccn1	3	0	-3	.	0.9	-11	-5	3	-3	0.0	-10
O=C(CCNS(=O)(=O)c1ccc(Cl)cc1)NCc1cccnc1	0	-5	6	-20	-0.1	-10	5	3	-5	1.4	4
CCOc1ccc(CC2S/C(=N/N=C/c3ccco3)NC2=O)cc1 (configuration not stated)	-2	-6	4	-63	-1.4	-12	6	8	5	1.4	191
CCN(CC)S(=O)(=O)c1ccc(S(=O)(=O)N2CCN(C(=O)c3ccco3)CC2)cc1	2	0	1	-12	-0.9	11	-2	-3	-4	0.4	-23
CC(C(=O)NN=C(c1ccccc1)c1ccccc1)N1CCOCC1 (configuration not stated)	2	-6	0	4	0.0	-2	-9	-4	2	1.4	-14
Cc1cccc(C)c1NC(=O)CSc1nnc(-c2cccnc2)o1	-6	5	-1	-8	0.1	3	-3	-2	3	-0.7	-13
CC1CCCCN1C(=O)CSc1nc(-c2ccccc2)cc(=O)[nH]1 (configuration not stated)	-1	-1	1	3	0.4	8	-13	-12	-6	0.6	36
CC1(C)CC(NC(=O)C23CCC(C)(C2Br)C3(C)C)CC(C)(C)N1 (configuration not stated)	0	3	2	28	-5.8	-13	-5	8	-4	-0.5	70
Cc1ccc(NC(=S)NCCc2ccc(S(N)(=O)=O)cc2)cc1C	-1	-16	23	-8	-5.5	-18	5	10	1	0.3	1
CCC(=O)N1CCN(c2ccc(NC(=S)NC(=O)c3cccc([N+](=O)[O-])c3)cc2)CC1	-3	?	0	-1	0.5	-1	-5	3	1	-0.3	14
CC1Sc2ccc(S(=O)(=O)CCC(=O)NCc3ccccc3)cc2NC1=O (configuration not stated)	1	-5	24	8	0.0	2	-4	-1	-3	-0.8	2
CCOc1ccc(-n2c(C)cc(/C=N/N(C)C)c2C)cc1	-2	7	5	-15	0.8	6	-2	5	-1	-1.4	34
CC1CCCC(C)N1CC(O)Cn1c2ccccc2c2ccccc21 (configuration not stated)	-7	-1	-3	-21	1.2	-8	-5	5	-5	-2.5	29
COc1ccc(S(=O)(=O)N2CCOC2CNC(=O)C(=O)NCCN2CCOCC2)cc1C (configuration not stated)	-5	-5	1	11	-0.3	-10	-5	-5	-3	-1.7	22
NC(=O)CSc1nnc(NC(=O)c2ccc(S(=O)(=O)N3CCCCC3)cc2)s1	-4	-4	-1	-34	-2.2	-8	11	-2	-6	1.2	149
N#C/C(=C(/O)CCl)c1nc2ccccc2[nH]1	-2	-7	4	17	1.0	-2	-3	5	-10	0.9	2
Cc1ccc(S(=O)(=O)NC(C)c2ccccc2)cc1[N+](=O)[O-] (configuration not stated)	-6	-3	0	31	1.2	-10	2	3	2	-2.1	-7
CCN(CC)CCCN1C(=O)C(O)=C(C(=O)c2ccco2)C1c1ccc(OC(C)C)cc1 (configuration not stated)	-2	11	-1	-145	0.1	-13	-9	-6	-1	0.4	.
O=C(Cc1ccc2c(c1)OCCO2)N1CCN(S(=O)(=O)c2cccs2)CC1	2	2	3	-17	1.5	5	-3	-4	-3	-0.6	10
Cc1ccc(NCc2ccccc2O)cc1	2	-11	1	.	1.6	-7	-2	-1	-10	1.3	-13
CC(=O)Nc1ccc(C(=O)OCC(=O)NCCC2=CCCCC2)cc1	-4	-9	-1	-20	1.3	-10	3	-4	-13	1.0	.
Cc1ccc(C(=O)NCC(=O)N/N=C/c2cccs2)cc1[N+](=O)[O-]	-3	9	-3	2	1.6	11	1	-1	8	-0.7	.
O=S(=O)(c1ccc(Oc2ccc(Br)cc2)cc1)N1CCOCC1	-4	-21	-2	1	0.6	-13	-15	-2	-11	-1.8	-8
COc1ccc(C(=O)NCCc2cnc[nH]2)cc1OC	2	3	-1	0	-1.1	2	-3	0	-5	0.6	282*
NS(=O)(=O)c1ccc(NC(=O)COC(=O)C2(c3ccc(F)cc3)CCCC2)cc1	-4	5	-3	-1	1.1	13	-4	-3	2	0.3	0
O=C(Nc1cccc(-c2ccccc2)c1)N1CCN(C(=O)Nc2cccc(-c3ccccc3)c2)CC1	4	-11	1	-37	0.5	-9	-7	5	1	-1.8	277
O=c1[nH]c2ccc(N=Cc3c(O)ccc4cc(Br)ccc34)cc2[nH]1	-3	7	6	-9	0.6	16	8	30*	-13	0.4	.
CCOc1ccc(NC(=O)Nc2cccs2)cc1	-1	-2	-3	20	0.2	-1	-5	-9	13	-2.6	-15
Cc1ccccc1S(=O)(=O)Cc1ccc(C(=O)NCCN(Cc2ccccc2)C(C)C)o1	-3	-1	8	-12	-1.6	-14	-8	4	-4	-1.2	38
Cc1ccc(-c2cn3cccnc3n2)cc1NC(=O)c1c(-c2ccccc2Cl)noc1C	-3	-47	-9	-11	0.6	-16	-19	-1	-13	0.5	1
CC(C)c1ccc(NC(=O)CCS(=O)(=O)c2cccc3nonc23)cc1	1	3	-2	-86	-0.6	-5	-13	-4	-21	2.6	2
CCCCOC(=O)C1C2C=C[C@]3(CN(CCCOC)C(=O)[C@H]13)O2 (some centres not stated)	1	0	-2	2	-1.0	10	12	0	-11	1.0	-12
CCOC(=O)C1CCN(CC(O)COc2ccc(C(C)(C)C)cc2)CC1 (configuration not stated)	-2	13	-1	-12	-0.5	0	-6	-3	-2	-0.7	376*
COc1ccc(NCc2cc(=O)[nH]c3ccccc23)cc1	-1	-2	0	39	-1.2	-15	-7	2	-8	1.5	-20
Cn1c(SCC(=O)N2CCCC2)nnc1-c1ccc(S(=O)(=O)N2CCCC2)cc1	-2	6	-3	-3	-0.9	-14	-3	-1	-8	-0.1	.
CC(C)C(=O)N1CCN(c2cc(N3CCN(C)CC3)c(F)cc2[N+](=O)[O-])CC1	1	5	2	15	0.4	0	-1	-4	4	-0.3	-16
CN(C)CC[n+]1ccc(C(=O)c2ccccc2)cc1	-1	-2	16	1	-0.7	-2	1	0	2	1.5	111
NC(=S)N/N=C/c1ccc(C(F)(F)F)cc1	-1	4	-1	-13	0.4	-11	-2	-2	-10	-1.6	6
Cc1ccc(CS(=O)(=O)CCC(=O)O)cc1	-5	0	-2	2	2.3	6	-9	15	2	-1.5	-8
CC(C)(C)CN1CCC(Oc2cccc(C(=O)N3CCC[C@H]3CO)c2)CC1	1	-3	-6	-10	-1.4	-1	2	-8	2	-1.0	12
O=C(CN1CCC(NC(=O)C2CCCCC2)CC1)Nc1cccc(F)c1	5	-8	-9	-15	1.2	-9	-7	-4	6	0.0	.
CCCNC(=O)C(=O)c1cccn1-c1ccsc1C(=O)OC	1	1	1	-11	-0.3	1	2	9	7	-0.4	-2
O=C(CSc1ccsc1[N+](=O)[O-])NCCc1ccccc1	-4	-2	-2	58	1.8	-7	0	-8	-6	-1.7	-6
O=C(NCc1ccc(Cl)cc1Cl)C1CCN(S(=O)(=O)c2ccc3c(c2)OCCCO3)CC1	1	4	-3	18	0.0	18	-2	-3	5	1.5	5

(cont.)
SMILES	Keap1-Nrf2 PPI	Rtt109 HAT inh	NSD2 HMT inh	PfHsp90 set2	CDK5 inh	PvdQ acylase	dFosB activator	RTF Ca sens act	RTF Ca sens inh	LANA DNA inh	Mot1-301 SUMO
COC(=O)c1cc(Br)c(=O)n(-c2ccc(OC)cc2)c1	-1	-3	0	7	0.2	4	-19	-2	-7	3.0	-3
Cc1nn(-c2cc(Cl)ccc2N)c(=O)c2ccccc12	-3	-1	-3	.	0.5	-4	-2	1	-1	-2.5	-7
CCOC(=O)CN1C(=O)SC(CC(=O)Nc2nccs2)C1=O (configuration not stated)	-6	2	0	-18	0.4	-9	-5	-4	-1	-1.6	6
Cc1ccc(S(=O)(=O)N2[C@@H](c3cccc4ccccc34)C(C(=O)O)=C[C@H]2C(C)(C)C)cc1	6	-5	.	-1	-0.2	-7	1	-7	2	1.3	30
CCn1c(SCCN2CCCCC2)nnc1-c1ccc(S(=O)(=O)N2CCOCC2)cc1	-4	1	.	-7	.	-6	-6	0	1	-0.6	6
COc1ccc(CN(C)C(=O)C(Cc2ccccc2)NC(=O)c2ccccc2)c(OC)c1 (configuration not stated)	-4	6	1	-1	-0.8	-13	-8	-7	1	1.1	.
